Compound activity: PubChem, several laboratories
GPR55 beta-arrestin: GPR55 agonists via beta-arrestin recruitment, primary screen, imaging, U2OS cells, beta-arrestin-GFP redistribution (AID 1961). G-protein coupled receptor 55 (Homo sapiens). U2OS GPR55 beta-arrestin-GFP redistribution imaging; higher % means a stronger effect. 290,000 tested, 0.048% active. one-dose activation, % at 10 µM; EC50 in µM for titrated hits;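 active = activation above 40% with more than 50 cells counted in the well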;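 also: U2OS osteosarcoma cells stably expressing GPR55 and beta-arrestin-GFP; plate controls were DMSO negative control for no effect and LPI positive control for full effect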
Myeloid diff MLP: induction of myeloid progenitor differentiation, primary screen, cell-based, flow cytometry, MLPCN library; ER-HoxA9 myeloid progenitors, lysozyme-GFP differentiation; calls only at 10 µM; 360,000 tested, 1% active; AID 624256, 2012;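 active = normalized GFP-positive differentiation at or above the plate's own cutoff, the solvent-only control mean plus 3 SD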;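 also: cells exposed to compound for four days before flow analysis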
NOD1 NF-kB reporter: NOD1 signaling inhibitors, primary screen, cell-based, luminescence, uHTS (AID 1578); NOD1-driven NF-kB luciferase reporter cells, luminescence; higher % means a stronger effect; inhibition, % at 4 µM, or EC50 in µM where a hit was titrated; 290,000 tested, 1% active; in the data active = inhibition mostly above about 36%, no sharp cut-off; inactive = mostly below about 34%;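 also: HEK-293T reporter cells stimulated with the NOD1 agonist gamma-tri-DAP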
GPR55 antagonists: GPR55 antagonists blocking LPI-driven arrestin recruitment, primary screen, imaging, U2OS, beta-arrestin-GFP, LPI agonist (AID 2013); G-protein coupled receptor 55 (Homo sapiens); U2OS GPR55 beta-arrestin-GFP translocation imaging, LPI antagonism; higher % means a stronger effect; inhibition, % at 10 µM, or IC50 in µM where a hit was titrated; 290,000 tested, 0.13% active;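 active = spots per cell inhibited over 60%, with over 100 cells counted and total cytoplasm intensity under 500,000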;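 also: U2OS cells stably carrying GPR55 and arrestin-GFP stimulated by 5 µM LPI near EC80; imaged beta-arrestin-GFP aggregate spots per cell after agonist stimulation; plate controls were LPI-stimulated DMSO wells for no effect and DMSO wells without LPI for full effect; some results filed as inactive read as strong as hits; confirmed hits need IC50 under 10 µM and bright autofluorescent wells are also inconclusive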
NOD2 inhibition: NOD2 signaling inhibitors, cell-based, luminescence, uHTS, HEK293 (AID 1566); one-dose inhibition, % at 4 µM; EC50 in µM for titrated hits; HEK293 NOD2/NF-kB luciferase reporter, luminescence; higher % means a stronger effect; 290,000 tested, 0.63% active; also: many of its hits are not listed in these tables
KOR beta-arrestin-1: KOR antagonists, beta-arrestin recruitment, cell-based, luminescence, uHTS (AID 1778) | one-dose inhibition, % at 10 µM; IC50 in µM for titrated hits | KOR beta-arrestin recruitment, luminescence, antagonist mode; higher % means a stronger effect | 290,000 tested, 0.091% active; also: strong numbers were not always called active
HIV peptide binding: inhibitors of HIV fusion peptide binding, primary screen, biochemical, uHTS, fluorescence dequenching (AID 1986). inhibition, % at 20 µM, or IC50 in µM where a hit was titrated. cell-free peptide binding, fluorescence dequenching, 30 min; higher % means a stronger effect. 290,000 tested, 0.3% active; in the data active = inhibition mostly above about 52%, no sharp cut-off; inactive = mostly below about 76%; also: some results filed as inactive read as strong as hits
GPR35 arrestin U2OS: GPR35 antagonists blocking zaprinast-driven arrestin recruitment, primary screen, imaging, U2OS, beta-arrestin-GFP, zaprinast agonist (AID 2058); G-protein coupled receptor 35 (Homo sapiens); U2OS GPR35 beta-arrestin-GFP translocation imaging, zaprinast antagonism; higher % means a stronger effect; one-dose inhibition, % at 10 µM; IC50 in µM for titrated hits; 290,000 tested, 0.052% active;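 active = inhibition of at least 50% with at least 30 cells and total cytoplasm GFP at most 10,000,000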
KOR beta-arrestin-2: KOR agonists, beta-arrestin recruitment, primary screen, cell-based, luminescence, uHTS (AID 1777); KOR beta-arrestin recruitment, luminescence; higher % means a stronger effect; 280,000 tested, 0.02% active; activation, % at 10 µM, or EC50 in µM where a hit was titrated; in the data active = activation above about 50%, passing the limit was not always enough; also: a part of the inactive calls stands beside numbers as strong as those of hits
Myeloid diff MLP GFP+ MAC1+ %: further read-out of Myeloid diff MLP, marked with its call; GFP+ MAC1+ double positive, %; measured here: differentiation confirmed by MAC1 staining
* hit, by the source's call; i = inactive; . = no result given; [ ] = dose if it differs, or a comment. Rule as the data show it, unless noted: active = inhibition above about 50%; inactive = the rest.

No.	SMILES	GPR55 beta-arrestin	Myeloid diff MLP	Myeloid diff MLP GFP+ MAC1+ %	NOD1 NF-kB reporter	GPR55 antagonists	NOD2 inhibition	KOR beta-arrestin-1	HIV peptide binding	GPR35 arrestin U2OS	KOR beta-arrestin-2
1	COCCCNC(=O)CCc1nc(-c2ccccc2)no1	-0.1%	i	0.8	-2%	2%	6%	0%	3.1%	6%	-0.1%
2	CC1(C)C(C=C(Cl)Cl)C1C(=O)N1CCN(Cc2ccccc2)CC1 (centres undefined)	-0.1%	i	0.5	-23%	1%	-7%	-15%[20 µM]	0.4%	3%	-2.7%
3	O=C1Nc2ccc(F)cc2C12OCCO2	-0.1%	i	0.7	-3%	-1%	-7%	-31%	-1.1%	-13%	7.4%
4	CC(=O)Nc1ccc(S(=O)(=O)C(C#N)c2nc3ccccc3nc2NCCCO)cc1 (centres undefined)	0.2%	i	1.1	-13%	-4%	11%	-12%	2.9%	14%	3.7%
5	COc1cc(/C=C2\C=CC(=O)O2)cc(OC)c1	0.0%	i	1.1	4%	4%	5%	21%	-0.6%	2%	-3.9%
6	COc1ccc(CCN2C(=NC(=O)CCC(=O)O)SC3CS(=O)(=O)CC32)cc1OC (centres undefined)	-0.3%	i	0.6	-1%	13%	9%	-29%	0.1%	14%	3.2%
7	Cn1c(Cc2ccccc2)nnc1SCC(=O)N1CCCCC1	0.1%	i	1.3	3%	-11%	7%	14%	3.3%	7%	-4.2%
8	CCCCOP(=O)(c1ccc(N(C)C)cc1)C(O)c1cc(OC)ccc1OC (centres undefined)	0.0%	i	0.8	-14%	10%	-21%	-53%	0.9%	15%	4.5%
9	COc1ccc(C(=O)OCC(=O)Nc2c(C)cccc2C)c(OC)c1OC	0.3%	i	0.7	-2%	-2%	3%	-8%	0.2%	2%	9.3%
10	Cc1csc(NC(=O)C2CCCC2)n1	-0.1%	i	1.1	-50%	-6%	-20%	-12%	17%	8%	1.2%
11	COC(=O)c1ccc(N2C(=O)C3CC(C)=C(C)CC3C2=O)cc1 (centres undefined)	-0.3%	i	0.7	-47%	-2%	-7%	-4%	2.5%	-4%	-2.2%
12	C=CCn1c(SCC(=O)NC2CCCC2)nc2scc(-c3ccco3)c2c1=O	-0.2%	i	0.6	-7%	-9%	-7%	-18%	18%	-7%	0.9%
13	Cc1nn(C(C)(C)C)c(OC(=O)CC(C)C)c1S(=O)(=O)c1ccccc1	0.2%	i	0.5	3%	-1%	15%	3%	-0.2%	-1%	-5.6%
14	Cc1[nH]nc(SCC(=O)NCC(C)C)c1[N+](=O)[O-]	0.4%	i	0.2	-31%	-8%	-14%	20%	2.3%	11%	-4.0%
15	COc1ccc(OC)c(-c2nn(-c3ccccc3)cc2C(=O)NCC2CCCO2)c1 (centres undefined)	0.2%	i	0.8	-27%	5%	0%	-8%	1.2%	4%	4.9%
16	CCSc1ncc(Cl)c(C(=O)Nc2ccccc2Cl)n1	0.0%	i	1.2	0%	-8%	-22%	16%	-1.7%	8%	-2.7%
17	CCCCCCCCOC(=O)C[N+](C)(C)C/C=C(/C)Cl	-0.3%	i	0.3	-8%	1%	10%	14%	-0.7%	4%	5.0%
18	Cc1ccc2nc(NC(=O)CSCc3ccccc3)sc2c1	-0.1%	i	1.2	-21%	-9%	-2%	20%	-0.6%	-14%	-3.3%
19	CCN1CC(CN(C)Cc2nc(-c3cccs3)no2)CC1=O (centres undefined)	0.3%	i	0.3	-24%	-8%	4%	-2%	-1.7%	9%	.

One compound at a time, as listed above. Order of screens: GPR55 beta-arrestin | Myeloid diff MLP | Myeloid diff MLP GFP+ MAC1+ % | NOD1 NF-kB reporter | GPR55 antagonists | NOD2 inhibition | KOR beta-arrestin-1 | HIV peptide binding | GPR35 arrestin U2OS | KOR beta-arrestin-2
Entry for CC(=O)Nc1ccc(S(=O)(=O)C(C#N)c2nc3ccccc3nc2NCCCO)cc1 (centres undefined) = 0.2% | i | 1.1 | -13% | -4% | 11% | -12% | 2.9% | 14% | 3.7%
Entry for CCSc1ncc(Cl)c(C(=O)Nc2ccccc2Cl)n1 = 0.0% | i | 1.2 | 0% | -8% | -22% | 16% | -1.7% | 8% | -2.7%
Entry for COc1ccc(OC)c(-c2nn(-c3ccccc3)cc2C(=O)NCC2CCCO2)c1 (centres undefined) = 0.2% | i | 0.8 | -27% | 5% | 0% | -8% | 1.2% | 4% | 4.9%
Entry for Cc1nn(C(C)(C)C)c(OC(=O)CC(C)C)c1S(=O)(=O)c1ccccc1 = 0.2% | i | 0.5 | 3% | -1% | 15% | 3% | -0.2% | -1% | -5.6%
Entry for CCN1CC(CN(C)Cc2nc(-c3cccs3)no2)CC1=O (centres undefined) = 0.3% | i | 0.3 | -24% | -8% | 4% | -2% | -1.7% | 9% | .

Compounds listed so far that contain a Cl atom, in the order listed:
No.	SMILES	GPR55 beta-arrestin	Myeloid diff MLP	Myeloid diff MLP GFP+ MAC1+ %	NOD1 NF-kB reporter	GPR55 antagonists	NOD2 inhibition	KOR beta-arrestin-1	HIV peptide binding	GPR35 arrestin U2OS	KOR beta-arrestin-2
2	CC1(C)C(C=C(Cl)Cl)C1C(=O)N1CCN(Cc2ccccc2)CC1 (centres undefined)	-0.1%	i	0.5	-23%	1%	-7%	-15%[20 µM]	0.4%	3%	-2.7%
16	CCSc1ncc(Cl)c(C(=O)Nc2ccccc2Cl)n1	0.0%	i	1.2	0%	-8%	-22%	16%	-1.7%	8%	-2.7%
17	CCCCCCCCOC(=O)C[N+](C)(C)C/C=C(/C)Cl	-0.3%	i	0.3	-8%	1%	10%	14%	-0.7%	4%	5.0%

An excerpt (hit frequency here may not be typical).
